# KDM5B inhibitor = Primary screen for KDM5B Histone Demethylases FDH-coupled qHTS; KDM5B demethylase, FDH-coupled NADH fluorescence (FDH is formaldehyde dehydrogenase); 2.6% of 220,000 active; Potency, µM (titrated, usually from 57.7 µM), for inactives: at the top dose activity change, negative = inhibition, actives largely listed as inhibitors; Lysine-specific demethylase 5B (Homo sapiens), Q9UGL1; active means well fitted inhibition curve with a large enough effect; inconclusive means small, poorly fitted or top-dose-only effect; inactive means no such curve, though single readings can be large or run the other way; further: 0% is about no effect; nearly all actives have a fitted effect of over 70% in size
#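 Here, H3K4me3 peptide (12.5 µM in substrate mix) is demethylated by KDM5BΔAP, 200 nM final, after 10 min compound exposure. Formaldehyde product is coupled through FDH (0.25 U/mL in mix) to NADH fluorescence; 30-min ΔRFU feeds dose-response curves.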
# An asterisk follows results filed as active; ? = inconclusive; & = joins results of further samples; [ ] = dose if it differs, or a comment. Potency means the concentration at half of the fitted maximal effect.
cpd	canonical_smiles	KDM5B inhibitor
1	CCc1n[nH]c(CC2CCN(C(=O)Cc3c[nH]c4ccccc34)CC2)n1	10%
2	CCOC(=O)c1cc(NC(=O)c2ccc(F)cc2)c(=O)n2c1oc1ccccc12	?
3	CC[C@H]1CN(S(=O)(=O)c2ccccc2)CC[C@H]1CC(=O)N(C)CCC#N	15%[86.2 µM]
4	COc1ccc(N2CCCCS2(=O)=O)cc1S(=O)(=O)NCCc1ccccc1F	12%
5	Cc1ccc(-c2nc3ccccc3n2Cc2ccc(F)cc2)o1	?
6	Cc1ccc(CNC(=O)c2ccc(-n3cnc4cccnc43)cc2)cc1	5%
7	COc1ccc2c(c1)CCc1sc(NC(=O)c3cccc(Br)c3)nc1-2	?
8	CC1(C)CN(C(=O)c2cccc(-c3ncc[nH]3)c2)CC1(C)O (stereo not given)	-19%
9	COCCN1C(=O)c2[nH]nc(-c3ccccc3O)c2C1c1ccc(OC)cc1 (stereo not given)	9%
10	COC1CCOC2(CCN(C(=O)c3ccco3)CC2)C1 (stereo not given)	16%
11	COc1cc(NC(=O)c2cc(S(=O)(=O)N3CCc4ccccc43)cn2C)cc(OC)c1OC	14%
12	CC(O)CNC(=O)Cc1cc(=O)[nH]c(=O)[nH]1 (stereo not given)	25%
13	Cn1ccnc1C(NC(=O)c1ccc[nH]1)c1ccccc1 (stereo not given)	12%
14	CC1(C)CC(NC(=S)Nc2cccc(C(F)(F)F)c2)CC(C)(C)N1	6%
15	COc1ccc(CCOC(=O)c2cc(S(=O)(=O)N3CCCCC3)ccc2N2CCOCC2)cc1	19%
16	C=C(Cl)COc1ccccc1C(N)=O	21%
17	Cc1ccc(Cl)cc1N(C)C(=O)c1cc2c(Cl)nc3ccccc3c2s1	?
18	COc1ccc(N2CCN(S(=O)(=O)c3ccc(OC)c(C(=O)N4CCCCC4)c3)CC2)cc1	7%
19	CC(C)N1C[C@H](O)C[C@H]1c1nnc2n1CCN(C(=O)c1n[nH]c3ccccc13)CC2	4%
20	CCOc1ccccc1-n1nnc(C(=O)Nc2nnc(CC)s2)c1C	3%
21	Cc1cccc(-c2noc(-c3ccc(N4CCOCC4)c([N+](=O)[O-])c3)n2)c1	-15%
22	O=C(N/N=C/c1ccc(Br)s1)c1cccc(Br)c1	15%
23	COc1ccc(Cl)cc1NC(=O)Cn1nc2c(cc1=O)CCCCC2	30%
24	Cc1ccc(NS(=O)(=O)c2cc(-c3cnc(C)o3)ccc2C)c(C)c1	9%
25	Cc1nc2sc(C(=O)OCC(=O)Nc3ccc(C(C)C)cc3)c(C)c2c(=O)[nH]1	-5%
26	CC(=O)Nc1cccc(-c2n[nH]c3c2CC(=O)N(CCOc2ccccc2)C3)c1	-18%[86.2 µM]
27	Cc1ccccc1-c1nc(C2CC(=O)N(c3ccc(Cl)cc3)C2)no1 (stereo not given)	5%
28	CC(NC(=O)c1ccc(CS(C)(=O)=O)cc1)c1ccccc1 (stereo not given)	14%
29	COc1cccc(C2Cn3nnc(-c4nc(-c5ccc(Cl)cc5)no4)c3CO2)c1 (stereo not given)	7%
30	CC(C)CNc1ccc2c(n1)C(C)(C(=O)Nc1ccn(C)n1)CN(Cc1ccccc1)C2 (stereo not given)	?
31	CC(=O)Nc1ccc(-c2csc(NC3CCCC3)n2)c(F)c1	-8%
32	COc1cc(Br)cc2cc(-c3nc(-c4ccc(C(F)(F)F)cc4)no3)c(=O)oc12	12%
33	O=C1CCCCC(C(=O)N2CCCCC2)N1 (stereo not given)	-6%
34	O=C(Nc1cccc(F)c1)N1CCC(N2CC3CC(C2)[C@H]2CCCC(=O)N2C3)CC1 (stereo not given in full)	-14%
35	C/C(CCc1oc2ccccc2c1-c1ccc(C)o1)=N\O	?
36	CCOc1ccccc1NC(=O)CSc1nc(-c2cccs2)cc(C(F)(F)F)n1	-22%
37	COc1cccn(CC(=O)N(C)Cc2c(C)noc2C)c1=O	?
38	CNC(=O)c1cn2c(n1)CN(C(=O)c1ccccc1)CC2	14%[149 µM]
39	Cn1c(=O)c2c(ncn2CC(=O)Nc2ccc3c(c2)OCO3)n(C)c1=O	19%
40	COc1ccc(NC(=O)C2CCCN2S(=O)(=O)c2ccc3nc(-c4ccccc4)[nH]c3c2)cc1 (stereo not given)	?
41	CCCc1noc(-c2cccn3c(CNC(=O)CCC4CCCC4)nnc23)n1	?
42	CCOc1ccc(C)cc1S(=O)(=O)n1ccnc1C	13%
43	COc1cc(C(=O)Nc2cccc3cccnc23)cc(OC)c1C	13%
44	O=C1NC2(CCCCC2)N(C(=O)c2ccccc2F)C2=C1CCCC2	13%
45	Cc1cccc(N2CCN(C(=O)CCCn3c(=O)[nH]c4ccsc4c3=O)CC2C)c1 (stereo not given)	0%
46	Cc1ccccc1C(=O)Oc1cccc(C)c1C	11%
47	COc1ccc(-n2c(C)c(C(C)=O)c3cc(OCC(N)=O)ccc32)cc1	20%
48	O=C(Cn1nc2c(cc1=O)CCCCC2)Nc1ccccc1Cl	28%

# Filtered by structure: the entries above containing an NH in an aromatic ring.
cpd	canonical_smiles	KDM5B inhibitor
1	CCc1n[nH]c(CC2CCN(C(=O)Cc3c[nH]c4ccccc34)CC2)n1	10%
8	CC1(C)CN(C(=O)c2cccc(-c3ncc[nH]3)c2)CC1(C)O (stereo not given)	-19%
9	COCCN1C(=O)c2[nH]nc(-c3ccccc3O)c2C1c1ccc(OC)cc1 (stereo not given)	9%
12	CC(O)CNC(=O)Cc1cc(=O)[nH]c(=O)[nH]1 (stereo not given)	25%
13	Cn1ccnc1C(NC(=O)c1ccc[nH]1)c1ccccc1 (stereo not given)	12%
19	CC(C)N1C[C@H](O)C[C@H]1c1nnc2n1CCN(C(=O)c1n[nH]c3ccccc13)CC2	4%
25	Cc1nc2sc(C(=O)OCC(=O)Nc3ccc(C(C)C)cc3)c(C)c2c(=O)[nH]1	-5%
26	CC(=O)Nc1cccc(-c2n[nH]c3c2CC(=O)N(CCOc2ccccc2)C3)c1	-18%[86.2 µM]
40	COc1ccc(NC(=O)C2CCCN2S(=O)(=O)c2ccc3nc(-c4ccccc4)[nH]c3c2)cc1 (stereo not given)	?
45	Cc1cccc(N2CCN(C(=O)CCCn3c(=O)[nH]c4ccsc4c3=O)CC2C)c1 (stereo not given)	0%

# (continued)
cpd	canonical_smiles	KDM5B inhibitor
49	O=C(NC1CC1)C1COC2(CCN(C(=O)c3ccc(Cl)cc3)CC2)N1C(=O)c1cccc(F)c1 (stereo not given)	2%
50	Cn1cnnc1CC1CCN(C(=O)c2cn3ccsc3n2)CC1	-24%
51	COc1cccc([S+](=O)([O-])N2CCn3c(nnc3-c3ccc(Cl)cc3)C2)c1	1%[115 µM]
52	Cc1cccc(/C=C(/C(=O)NC2CC2)c2cccs2)c1	15%
53	CCOC(=O)C1(C)C=C(Nc2ccc(NC(C)=O)cc2)C(=O)N1c1ccc(NC(C)=O)cc1 (stereo not given)	-18%&-16%
54	O=C(CN1c2ccccc2Sc2ccccc21)NNC(=O)Nc1ccc(Cl)cc1	?
55	Cc1ccc(NC(=O)CN(C)C(=O)c2nn(-c3ccccc3)c3c2CCC3)cc1	22%
56	CCOc1ccc(-c2ccnc(N3CCNC(C)C3)n2)cc1C(=O)O (stereo not given)	28µM*
57	O=C1NCCOCCCN(S(=O)(=O)c2cccc3cccnc23)[C@H]2CCCC[C@@H]12	21%
58	CC(C)CS(=O)(=O)Nc1ccc([C@H]2OCC(=O)N[C@@H]2CO)cc1	17%[86.2 µM]
59	CCS(=O)(=O)N1CC(=O)N(c2cccc(Cl)c2)C(C)(C(=O)NC2CCCCCC2)C1 (stereo not given)	-4%
60	COC(=O)[C@H]1CN(C(=O)c2cccnc2)CCN1C(=O)C1CCCCC1	-20%[86.2 µM]
61	O=C(Cn1c(-c2cccs2)cc2ccccc21)NCCc1ccc(Cl)cc1	?
62	CC(C)Cc1ccc(C(C)(N)C(=O)O)cc1 (stereo not given)	-11%
63	O=C(/C=C/c1cccc(O)c1)c1cccc(Br)c1	?
64	COCCNC(=O)C1(C)CCc2cnc(Nc3cccc(OC)c3)nc21 (stereo not given)	-13%[86.2 µM]
65	COc1ccc(CNc2cc3c(cn2)CN(C)CCN3)cc1OC	?
66	Cc1ccc(C(=O)NCCC(C)C)cc1NC(=O)c1nsc2ccccc12	?
67	Cc1ccc(NC(=O)C2CCCN(c3cnn(Cc4ccccc4)c(=O)c3)C2)c(C)c1 (stereo not given)	-21%
68	COc1cc(/C=N/NC(=O)c2cc[n+]([O-])cc2)ccc1O	?
69	N#C/C(=C\c1ccc(O)c(Cl)c1)c1nc2ccccc2[nH]1	-3%
70	CC(CNC(=O)CCc1nc2ccccc2[nH]1)N1CCCCC1 (stereo not given)	-2%
71	COCC1CN(C)CC12CCN(C(=O)NC1CCCCC1)CC2 (stereo not given)	?
72	O=S(=O)(NCCO)c1ccc(Cl)c(Cl)c1Cl	-5%
73	O=C1CO[C@H]2CN(CCCc3ccccc3)C[C@H]2N1Cc1ccc(F)cc1	?
74	O=C(Nc1ccccc1)c1cc2cc(Br)ccc2oc1=O	6%
75	COc1ccccc1CC(=O)N1CCc2c(nc3cc[nH]n3c2=O)C1	28µM*
76	Cn1ccc2c(C(=O)NCc3cccnc3)nc(-c3cccc4cc[nH]c34)cc21	35µM*
77	Nc1ccc(/C=C/C(=O)c2ccc(Cl)cc2)cc1	-24%
78	COc1ccccc1NC(=O)/C(C#N)=C/c1c[nH]c2ccccc12	6%
79	O=Cc1cccn1-c1cc(Cl)ccc1Cl	19%
80	CCOc1ccc(NC(=O)CSc2nc(-c3ccc(F)cc3)cc(C(F)(F)F)c2C#N)cc1	-15%
81	O=C(CSc1ccc2c(c1)OCCCO2)c1ccc[nH]1	5%
82	CC(CNC(=O)CCS(=O)(=O)c1ccc2c(c1)oc(=O)n2C)c1ccccc1 (stereo not given)	?
83	Cc1ccc(C2Cn3nnc(C(=O)N4CCC(C(=O)NC5CCN(C)CC5)CC4)c3CO2)cc1 (stereo not given)	-12%
84	Cc1n[nH]c(C)c1CCC(=O)N1CCC(C2CCN(S(C)(=O)=O)CC2)C1 (stereo not given)	-13%
85	CCCC(=O)Nc1ccc2c(c1)nc(CCNC(=O)c1ccco1)n2C	8%
86	COc1ccc(CCN(C)C2CCCN(C(=O)c3sccc3C)C2)cc1OC (stereo not given)	15%
87	CCCNC(=O)c1cc(-c2ccc(C)s2)nc2ccccc12	?
88	CC(C)c1noc(-c2cn(C3CCN(C(=O)c4ccc5[nH]ccc5c4)CC3)nn2)n1	15%
89	O=C(c1ccc(C(F)(F)F)cc1)N1CCCC2(CN[S+](=O)([O-])c3ccccc3N2)C1 (stereo not given)	10%
90	Cc1ccc2cccc(NC(=O)c3ccc(-c4cccc(Cl)c4)o3)c2n1	3%
91	COc1ccc(Nc2nc3ccccc3nc2NS(=O)(=O)c2ccccc2)cc1Cl	0%
92	Cc1ccc(C2Cn3nnc(-c4nc(-c5cccnc5)no4)c3CO2)c(C)c1 (stereo not given)	-10%
93	CN(C)C(=O)c1ccc(Cl)nc1	2%
94	CC(C)(C)OC(=O)N1CCC(c2c(C(=O)NCCN3CCOCC3)cnn2-c2cccc(Cl)c2)CC1	-18%
95	O=C(NCCc1ccccc1)C1CCN(Cc2cc3ccccc3n2Cc2ccccc2)CC1	?
96	CCn1nc(C(=O)OCCOc2ccccc2Cl)c2ccccc2c1=O	-2%
97	N#Cc1nc(-c2ccco2)oc1N1CCN(C(=O)c2ccc(F)cc2F)CC1	-33%
98	Cc1cccc(OCCc2noc(C3CCCN(Cc4ccccn4)C3)n2)c1 (stereo not given)	8%
99	O=C(NCc1ccccc1F)c1ccc2c(c1)CN(C1CCC1)CCO2	-9%
100	Cc1nc(C)c(C(=O)O)c(-c2ccsc2)c1C(=O)O	5%
101	Cc1cccc(C(=O)NCCC(=O)NC2CCCC2)c1	2%
102	O=C(CN1CCC(Cc2ccccc2)CC1)c1c[nH]c2ccccc12	-4%
103	Cn1nccc1CCC(=O)N[C@@H]1COCC[C@H]1Oc1ccc(CO)cc1	-5%
104	CCCCCCCCCCCCS(=O)C(CO)CO (stereo not given)	-16%
105	Cc1cc(-n2c(C)nc3ccccc3c2=O)ccc1NC(=O)C(F)(F)F	-15%
106	Cc1ccc(F)c(NC(=S)NC2CC2)c1	16%
107	CC(C)NC(=O)C[C@@H]1C[C@H]2O[C@H](CNC(=O)N3CCOCC3)[C@@H](O)[C@H]2O1	-25%[86.2 µM]
108	CC(C)NC(=O)N(C1CC1)C1CCOC2(CCN(C(=O)Cc3ccccc3F)CC2)C1 (stereo not given)	4%

# Following part.
cpd	canonical_smiles	KDM5B inhibitor
109	Cc1nn(Cc2ccccc2)c(C)c1NC(=O)c1cc(C(C)C)on1	-6%[11.5 µM]
110	CCc1nc2c(c(-c3ccc(Cl)cc3)n1)CN([S+](=O)([O-])c1c(C)noc1C)CC2	8%
111	CCCCNS(=O)(=O)c1ccc(OC)c2ncccc12	?
112	CCC(C)NC(=O)c1c(C)oc2nc(C)nc(N3CCOCC3)c12 (stereo not given)	9%
113	O=C(c1cccnc1)N1CC(COc2ccccc2)C2(C1)CN(c1ccccc1)C2 (stereo not given)	-6%[86.2 µM]
114	O=C(Cc1coc2ccc3ccccc3c12)OC[C@@H]1CCCO1	8%
115	COc1cc(F)ccc1CN1CCC(n2nccc2NC(=O)C2CCOC2)CC1 (stereo not given)	33%[activator]
116	Cc1ncc2c(n1)CCCN(CC(=O)NC1CC1)C2=O	10%
117	CC(=O)Nc1ccc(NC(=O)c2cc3n(n2)CC(c2ccc(Cl)cc2)OC3)cc1 (stereo not given)	?
118	Cc1cccc(OCC(=O)Nc2ccc(CN3CCOCC3)cc2)c1C	-52%
119	Nc1nc(COc2ccccc2C(=O)NCc2ccccc2)nc(Nc2ccc(F)cc2)n1	-9%
120	COc1cc(C2C(C(=O)OC(C)C)=C(C)Nc3nc4ccccc4n32)cc(OC)c1OC (stereo not given)	17%

# Screening data deposited in PubChem BioAssay by National Center for Advancing Translational Sciences (NCATS).

# A portion of the library; rates above refer to the full screens.
